ALOX12 inh = blocks human arachidonate 12S-lipoxygenase | P18054 | purified 12hLO, xylenol orange hydroperoxide absorbance | Potency, µM (doses to about 108 µM), inactives show top-dose activity change, negative = inhibition, most hits filed as inhibitors | actives 1.1% (n = 580,000) | AID 1671190; note: % is set by controls: 0 for no effect and ±100 for the full control effect
Target sequence (P18054 whole entry, looked up): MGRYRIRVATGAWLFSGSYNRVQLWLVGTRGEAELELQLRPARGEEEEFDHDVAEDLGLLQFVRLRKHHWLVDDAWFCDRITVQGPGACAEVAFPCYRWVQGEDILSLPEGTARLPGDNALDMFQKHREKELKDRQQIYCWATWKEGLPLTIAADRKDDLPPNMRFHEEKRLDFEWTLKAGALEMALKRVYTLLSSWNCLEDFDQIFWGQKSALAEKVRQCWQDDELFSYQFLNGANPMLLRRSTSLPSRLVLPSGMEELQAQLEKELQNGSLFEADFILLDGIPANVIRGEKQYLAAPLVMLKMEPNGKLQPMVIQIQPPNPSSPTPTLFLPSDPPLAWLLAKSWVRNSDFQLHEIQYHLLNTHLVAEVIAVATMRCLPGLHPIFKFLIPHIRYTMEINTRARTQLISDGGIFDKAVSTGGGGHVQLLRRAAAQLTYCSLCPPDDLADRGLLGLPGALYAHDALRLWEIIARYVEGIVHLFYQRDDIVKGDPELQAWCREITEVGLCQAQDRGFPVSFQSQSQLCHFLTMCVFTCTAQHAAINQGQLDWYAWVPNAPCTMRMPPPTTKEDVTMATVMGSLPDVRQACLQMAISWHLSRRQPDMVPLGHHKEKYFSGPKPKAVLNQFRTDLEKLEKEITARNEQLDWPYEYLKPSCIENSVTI
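Hydroperoxide product was detected by ferrous iron/xylenol orange as the 573 to 405 nm absorbance ratio. Arachidonic acid at 40 uM (final) was turned over for 30 min at room temperature by 150 nM human 12hLO, pH 7.0 Hepes buffer, after 15 min compound preincubation.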
RGS4 inhibitor = inhibitors of human regulator of G protein signaling 4; P49798; Transcreener GDP fluorescence polarization, RGS4-accelerated GTP hydrolysis; Potency, µM (titrated, usually from 114 µM), for inactives: top-dose activity change, negative = inhibition, most hits filed as inhibitors; actives 0.039% (n = 390,000); AID 504845; note: % is set by controls: 0 for no effect and ±100 for the full control effect; nearly all actives have a fitted effect of over 75% in size; some results filed as inactive show a strong effect at the top dose
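MLSMR compounds (23 nl, pin-transferred) preincubated 10 min at room temperature with a 500nM (2x) first reagent, then RGS4 at 900nM (2x) plus Transcreener GDP mix added; fluorescence polarization (620/688 nm) read before and after 90 min at 30 °C.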
Vif-APOBEC3G blk = blocks the Vif interaction with human APOBEC3G; Q9HC16; Potency, µM (doses to about 46.1 µM), without a hit: at the top dose activity, negative = active, usual class: inhibitors; actives 0.076% (n = 410,000); HeLa A3G-eYFP + Vif (tagged APOBEC3G with the HIV-1 protein that degrades it), YFP fluorescence, overnight;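 note: % is set by controls: 0 for no effect and ±100 for the full control effect; nearly all actives have a fitted effect of over 60% in size; hits raise eYFP signal because A3G escapes Vif-driven loss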
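Read-out is eYFP fluorescence (Ex 488/Em 500-530) from Vif-expressing HeLa A3G-eYFP cells; more signal means A3G escaped Vif-mediated degradation. Cells plated overnight, compound pinned in, incubated overnight at 37 deg C.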
TrxR1 inh = inhibitors of rat thioredoxin reductase 1. recombinant rTrxR1, NADPH fluorescence consumption, selenite substrate. Potency, µM (highest dose often 114 µM), inactives show at the top dose activity change, negative = inhibition, actives largely listed as inhibitors. O89049. actives 1% (n = 390,000); note: % is set by controls: 0 for no effect and ±100 for the full control effect; nearly all actives have a fitted effect of over 65% in size
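Rat TrxR1 (90 nM in the dispensed reagent) was pre-reduced with 400 uM NADPH for 5 min at room temperature, then incubated with compound for 15 min. After 400 uM selenite was added, NADPH fluorescence (Ex 340/Em 450 nm) was followed for 8 min.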
TrxR1 substrate = substrates of rat thioredoxin reductase 1 | purified TrxR1 substrate turnover, NADPH consumption readout | AID 588456 | actives 0.01% (n = 390,000) | Potency, µM (highest dose often 114 µM), for the others: at the top dose activity change, negative = substrate turnover; note: % is set by controls: 0 for no effect and ±100 for the full control effect; nearly all actives have a fitted effect of over 50% in size
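Rat TrxR1, dispensed at 90 nM, was prereduced with 400 uM NADPH (final) for 5 min at ~22 deg C, then incubated with compound 15 min before 400 uM selenite. A first-read NADPH fluorescence drop versus no-compound background flagged substrates.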
USP1-UAF1 inh = blocks the human USP1/UAF1 deubiquitinase complex | Potency, µM (top dose mostly 57.1 µM), for the others: at the highest dose activity change, negative = inhibition, most hits filed as inhibitors | actives 0.23% (n = 390,000) | O94782 | recombinant USP1/UAF1, Ub-Rhodamine cleavage fluorescence; note: % is set by controls: 0 for no effect and ±100 for the full control effect; nearly all actives have a fitted effect of over 60% in size; inactives centre near -12
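USP1/UAF1 complex at 1 nM was preincubated with compound for 15 min at room temperature, then Ub-Rho substrate (150nM final) was added. Fluorescence (480/540 nm) was read kinetically, 6 reads every 60 seconds.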
RXFP1 ag = activates the human relaxin receptor RXFP1; Potency, µM (highest dose often 57.5 µM), for inactives: at the highest dose activation, most hits filed as activators; AID 2676; HEK293T-RXFP1 cAMP TR-FRET, 30 min; response scale: percent of porcine relaxin response, buffer zero; actives 0.3% (n = 370,000); note: % is set by controls: 0 for no effect and ±100 for the full control effect; nearly all actives have a fitted effect of over 60% in size; many of its hits are not listed in these tables
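HEK293T cells stably expressing RXFP1 were pretreated with the PDE4 inhibitor Ro 20174, exposed to compounds for 30 min at 37C, lysed, and cAMP was read by TR-FRET. Data normalized to buffer (basal) and 29 nM porcine relaxin (100%).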
Vif-A3F inh = blocks the Vif interaction with APOBEC3F; actives 0.2% (n = 390,000); Potency, µM (doses to about 46.1 µM), for the others: at the highest dose activity, negative = active; AID 602313; HeLa A3F-eYFP + Vif (tagged APOBEC3F with the HIV-1 protein that degrades it), YFP fluorescence increase; note: % of control where 0% means no effect; nearly all actives have a fitted effect of over 65% in size
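HeLa cells stably expressing A3F-eYFP plus Vif, plated and incubated overnight at 37 deg C, then exposed to compounds overnight at 37 deg C. Blocked degradation read as raised yellow fluorescence (Ex 488/Em 500-530).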
mIDH1 inhibitor = human IDH1 R132H inhibition. O75874. IDH1-R132H enzyme, NADPH consumption, diaphorase/resazurin fluorescence. AID 602179. Potency, µM (highest dose often 76.6 µM), inactives show top-dose activity change, negative = inhibition, actives largely listed as inhibitors. actives 0.093% (n = 390,000); note: % is set by controls: 0 for no effect and ±100 for the full control effect; nearly all actives have a fitted effect of over 65% in size
Target sequence (O75874 whole entry R132H, stated change not applied): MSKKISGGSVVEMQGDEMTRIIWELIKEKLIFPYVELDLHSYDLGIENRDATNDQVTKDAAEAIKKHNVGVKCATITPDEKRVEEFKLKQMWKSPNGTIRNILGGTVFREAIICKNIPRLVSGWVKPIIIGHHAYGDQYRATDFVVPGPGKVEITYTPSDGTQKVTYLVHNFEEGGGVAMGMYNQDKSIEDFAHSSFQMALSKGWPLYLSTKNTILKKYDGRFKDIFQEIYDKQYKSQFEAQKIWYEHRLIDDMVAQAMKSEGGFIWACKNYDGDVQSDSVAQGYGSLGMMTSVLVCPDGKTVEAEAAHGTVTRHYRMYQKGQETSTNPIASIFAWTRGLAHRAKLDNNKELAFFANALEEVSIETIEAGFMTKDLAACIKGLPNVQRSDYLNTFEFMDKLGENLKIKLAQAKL
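IDH1-R132H (0.5 ug/mL) preincubated 30 min with compound, then NADPH (0.016 mM) and alpha-KG (2 mM) added; 80 min at RT, pH 7.5. Remaining NADPH coupled via diaphorase/resazurin to fluorescence (540/590 nm); concentration-response curves normalized to no-enzyme control.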
* = called active by the depositor; ? = inconclusive; . = no result given; [ ] = dose if it differs, or a comment. Calls come from the whole dose curve; as a rule, active = well fitted curve in the direction sought with a large enough effect; inconclusive = small, poorly fitted or top-dose-only effect, or another doubt; inactive = no such curve, though single readings can be large; an effect the other way counts as inactive or inconclusive. Potency is the fitted concentration of half-maximal effect.

| Compound | Vif-A3F inh | RXFP1 ag | USP1-UAF1 inh | RGS4 inhibitor | TrxR1 substrate | ALOX12 inh | TrxR1 inh | mIDH1 inhibitor | Vif-APOBEC3G blk |
| --- | --- | --- | --- | --- | --- | --- | --- | --- | --- |
| O=C(OCC(=O)N1CCN(C(=O)c2ccco2)CC1)c1cccc(F)c1 | -7% | 1.2% | -3% | 15% | 6% | 1% | 2% | -2% | -2% |
| CCN(CC)c1ccc(/C=C(\C#N)C(N)=S)cc1 | ? | 0.6% | -24% | 7%[11.4 µM] | -7% | ? | -17% | 13% | -19% |
| Cc1ccc(C(=O)N(CC(=O)NC2CCCC2)c2ccc(F)cc2)s1 | 6% | 0.4% | -1% | 22% | 3%[57.1 µM] | 0% | 42%[0.0914 µM] | -1% | -2% |
| COc1ccccc1NC(=O)CN1C(=O)C(c2ccc(F)cc2)=NC12CCCCC2 | . | 1.1% | ? | -8% | -8% | -3% | 1% | . | . |
| CCn1c(CN2CCN(c3ccc(OC)cc3)CC2)nc2cc(S(=O)(=O)N(C)C)ccc21 | 0% | -0.9% | -13% | -6% | 0% | 1% | 18% | -2% | -2% |
| CCN(C[C@H]1N[C@@](C)(C(=O)OC)[C@H]2C(=O)N(C)C(=O)[C@@H]12)C(=O)Nc1ccccc1 | 1% | . | -19% | -2% | 2% | -33% | 22% | 1% | 1% |
| O=C(CN1C(=O)C2CCCCC2C1=O)Nc1nc(-c2ccccn2)cs1 (stereo not drawn) | 8% | 0.9% | -8% | -51% | -5%[11.4 µM] | -22% | -37%[57.1 µM] | -3% | 10% |
| O=C(c1cc(-c2ccccc2)nc2ccccc12)N1CCN(c2ccccn2)CC1 | -11% | -0.4% | -2% | -4% | -9%[57.1 µM] | -7% | -25%[57.1 µM] | 11% | -9% |
| O=C(Nc1ccc(N2CCOCC2)cc1)C1(S(=O)(=O)c2ccccc2)CC1 | -6% | 0.7% | -2% | 12% | 2% | -14% | 2% | 12% | 0% |
| CCOc1ccc(NS(=O)(=O)c2ccc(-c3cc(C)no3)s2)cc1 | 2% | -0.9% | -28% | 4% | -3%[57.1 µM] | ? | 6%[57.1 µM] | 17% | -12% |
| Cc1ccccc1-c1nc(S(=O)(=O)c2ccccc2)c(NCCCN2CCOCC2)o1 | -15% | . | -3% | 12% | -1% | -5% | -14% | -1% | -3% |
| CCOC(=O)[C@@H]1[C@H]2COc3cc(OC)ccc3[C@@H]2N2C(=O)N(c3ccccc3)C(=O)[C@@]12C | -1% | . | -16% | -18% | 8%[57.1 µM] | 0% | 12%[57.1 µM] | -10% | 3% |
| Cc1cc(C)cc(NC(=O)CN2CCC(NC(=O)c3cccc(F)c3)CC2)c1 | 11% | -2.9% | -15% | -15% | 6%[57.1 µM] | 28% | 9%[57.1 µM] | 4% | 1% |
| Cc1cccc(C)c1NC(=O)N1CCCC1C(=O)Nc1ccc(-n2cnnn2)cc1 (stereo not drawn) | 3% | -0.9% | -10% | -30% | 8%[57.1 µM] | -6% | 18%[57.1 µM] | 5% | 0% |
| CCN(CC)CCN(C(=O)c1ccc2ccccc2c1)c1nc2ccc(F)cc2s1 | 2% | 0.2% | -23% | 0%[11.4 µM] | 6% | ? | 26% | 4% | 1% |
| COc1ccc(C(=O)N(CC2CCCO2)C(C(=O)NC2CCCC2)c2ccc(Cl)cc2)cc1OC (stereo not drawn) | -2% | 0.3% | -23% | -27% | -2% | 0% | 9% | 0% | -3% |
| COC(c1ccccc1)c1nnc(CCC(=O)N(C)CCCC2CCCC2)o1 (stereo not drawn) | 3% | -1.5% | -9% | 4% | -7% | 1% | -18% | 3% | -1% |
| N/C(=N\OC(=O)c1ccc(=O)n(Cc2ccccc2)c1)c1ccccn1 | -8% | -1.3% | -9% | -6% | 1%[57.1 µM] | 13% | -4%[57.1 µM] | 0% | -6% |
| CCCOc1ccc(C2C(=O)N(C3CCC(C)CC3)CC(=O)N2CCC2=CCCCC2)cc1OC (stereo not drawn) | 1% | 0.0% | -13% | -2% | 1%[57.1 µM] | -6% | 15%[57.1 µM] | 25% | 2% |
| COc1ccc(Cl)cc1C(=O)Nc1nc(C)cc(C)n1 | 6% | 7.3% | -7% | 16% | -5% | 3% | 6% | -9% | 1% |
| COc1ccccc1CC(=O)NC12CC3CC(CC(C3)C1)C2 | 1% | 0.0% | -10% | -8% | 10%[57.1 µM] | 24% | 31%[57.1 µM] | 7% | 2% |
| COc1ccccc1C(=O)N(C)c1nnc(-c2ccccc2)s1 | -9% | -0.6% | -11% | 14% | -4% | 11% | 18% | -3% | 5% |
| CCOC(=O)c1cnc(-n2nc(C)cc2C)nc1N(C)C | 1% | -0.3% | 8% | -29% | 6%[57.1 µM] | -21% | -4% | 0% | 0% |
| COc1ccc2cc(CN(CC3COCCO3)S(=O)(=O)c3ccccc3)c(=O)[nH]c2c1 (stereo not drawn) | 3% | 0.6% | -20% | 15% | 4% | -27% | -5% | 5% | -1% |
| N#Cc1cc2ccccc2nc1SCc1ccccn1 | 13µM* | 2.9% | -5% | -22% | 8% | -4% | -11% | 3% | ? |
| O=C(NC(NC(=O)c1ccccc1)C(=O)c1ccccc1)c1ccccc1 | -8% | 2.4% | -27% | 2% | -1% | 481%[activator] | 11% | 3% | 0% |
| C[C@H](NC(=O)c1nc[nH]c1C(=O)N[C@@H](Cc1ccccc1)C(=O)OCc1ccccc1)C(=O)OC(C)(C)C | -7% | 0.7% | -31% | -6% | -15% | -4% | 4% | 1% | 7% |
| Cc1ccc(Cn2c(CN3CCC(C(=O)O)CC3)cc3ccccc32)cc1 | . | -2.9% | -20% | -1% | 4% | -19% | -1% | . | . |
| Cc1ccc(Cl)cc1NC(C#N)c1ccccc1 (stereo not drawn) | 9% | 0.9% | -12% | -13% | -6% | 76% | 6%[11.4 µM] | 5% | -3% |
| CNC(=O)CSc1nc(-c2ccccc2)c(-c2ccccc2)o1 | -6% | 0.6% | -12% | -28%[56.9 µM] | -4% | 3% | 43%[activator] | -1% | 0% |

Some entries already given, limited to TrxR1 inh and mIDH1 inhibitor:
Compound	TrxR1 inh	mIDH1 inhibitor
COc1ccccc1CC(=O)NC12CC3CC(CC(C3)C1)C2	31%[57.1 µM]	7%
COc1ccccc1C(=O)N(C)c1nnc(-c2ccccc2)s1	18%	-3%

The results go on.
| Compound | Vif-A3F inh | RXFP1 ag | USP1-UAF1 inh | RGS4 inhibitor | TrxR1 substrate | ALOX12 inh | TrxR1 inh | mIDH1 inhibitor | Vif-APOBEC3G blk |
| --- | --- | --- | --- | --- | --- | --- | --- | --- | --- |
| CCc1ccc(CC)c(S(=O)(=O)Nc2ccc(O)c(C(=O)O)c2)c1 | -3% | -0.3% | -4% | 18% | 1% | ? | 10% | 2% | -24% |
| COCCCNC(=O)CSc1nc2cc(S(=O)(=O)N3CCCCC3)ccc2o1 | -15% | -0.1% | -1% | 17% | 2% | 4% | 21% | 16% | -2% |
| Nc1csnc1C(=O)O | -3% | 0.9% | -15% | -25% | 4% | 0% | 25% | 4% | 1% |
| CCCCCCOc1ccc(-c2ccc(C#N)cn2)cc1 | -12% | 1.2% | -13% | 37% | 110%[activator] | -4% | 54%[activator] | 5% | 2% |
| Cc1ccc2c(c1)C(=C(C#N)C#N)CCN2 | ? | . | -17% | -23% | -9% | -16% | ? | -1% | 1% |
| Cc1ccc(C)c(NC(=O)CSc2nnc(NC(=O)C3CC3)s2)c1 | 4% | 19% | -13% | -25% | -7% | -1% | -7% | 10% | 0% |
| O=C(c1cccnc1)N1CCc2ccccc21 | -15% | 1.5% | -14% | 10% | 2% | -7% | 4% | -1% | 0% |
| O=C(COc1ccccc1-c1nc(-c2ccccc2)no1)Nc1cccc([N+](=O)[O-])c1 | -3% | -1.7% | 1% | 5% | -2% | -9% | 4% | -4% | 0% |
| O=C(O)C1(Nc2ccc(Cl)cc2)CCCC1 | -1% | . | -25% | 4% | 14%[57.1 µM] | -20% | -1%[2.29 µM] | -3% | 2% |
| COc1cc(/C=C/C(=O)NCc2cccnc2)cc(OC)c1OC | 2% | 0.1% | -20% | -46% | 41%[activator] | 0%[57.4 µM] | 3% | -7% | -6% |
| O=C(O)c1ccc(Cl)cc1NC(=O)C1CCCO1 (stereo not drawn) | 5% | 0.1% | -15% | 12% | 12% | -7% | 21% | -3% | -1% |
| CCc1ccccc1N1CN(Cc2ccco2)CNC1=S | 0% | 3.1% | -20% | 22% | 6% | -24% | 19% | 11% | 0% |
| Cc1ccccc1S(=O)(=O)N(C)C[C@H]1OCc2cnnn2CCCC(=O)N([C@@H](C)CO)C[C@H]1C | 2% | . | -19% | . | . | -24% | . | 6% | -4% |
| O=C(Cn1cc(/C=N/NC(=O)c2cccc(C(F)(F)F)c2)c2ccccc21)Nc1ccc(F)cc1 | -20% | 5.2% | -19% | -40% | 25% | 1% | 21% | 0% | -8% |
| CCOc1ccc(CCNC(=O)c2ccc(NC3=NC4CS(=O)(=O)CC4S3)cc2)cc1 (stereo not drawn) | -5% | 5.0% | -25% | -21%[56.9 µM] | -1% | -3% | 21% | 0% | -4% |
| CC(C)[C@H](NC(=O)OCc1ccccc1)C(=O)OCC(=O)N1CCCCC1 | -16% | . | -16% | 9% | -1% | -4% | 19% | -2% | -3% |
| Cc1ccc(-c2cc(C(F)(F)F)c(C#N)c(SCCC#N)n2)o1 | -6% | 15% | 9% | -7% | 12% | ? | -18% | -2% | -2% |

High-throughput results from PubChem.

An excerpt, so the mix of outcomes need not match the whole.
